Pf growth 48h: Primary qHTS for delayed death inhibitors of the malarial parasite plastid, 48 hour incubation; Potency, µM (series often up to 28.7 µM), inactives show at the top dose activity change, negative = inhibition, hits mostly inhibitors; P. falciparum luciferase growth in erythrocytes, 48 h; AID 504832, 2011; hit rate 5.9% among 310,000; further: potency means the concentration at half of the fitted maximal effect; on the % scale 0 is the no-effect control and ±100 the full control effect
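Growth was read as firefly luciferase luminescence after a 48 h, 37 C, 5% CO2 exposure of compounds to reporter-bearing P. falciparum cultures (0.1% parasitemia, 2% hematocrit final) in Albumax-supplemented RPMI 1640.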
LmPK inh: qHTS Assay for Inhibitors of Leishmania Mexicana Pyruvate Kinase (LmPK) | purified LmPK, Kinase-Glo ATP luminescence, 1 h | Potency, µM (series often up to 57.5 µM), inactives show at the top dose activity change, negative = inhibition, actives largely listed as inhibitors | hit rate 0.37% among 290,000 | AID 1721, 2009; further: potency means the concentration at half of the fitted maximal effect; on the % scale 0 is the no-effect control and ±100 the full control effect
Target sequence (Q27686 whole entry, looked up): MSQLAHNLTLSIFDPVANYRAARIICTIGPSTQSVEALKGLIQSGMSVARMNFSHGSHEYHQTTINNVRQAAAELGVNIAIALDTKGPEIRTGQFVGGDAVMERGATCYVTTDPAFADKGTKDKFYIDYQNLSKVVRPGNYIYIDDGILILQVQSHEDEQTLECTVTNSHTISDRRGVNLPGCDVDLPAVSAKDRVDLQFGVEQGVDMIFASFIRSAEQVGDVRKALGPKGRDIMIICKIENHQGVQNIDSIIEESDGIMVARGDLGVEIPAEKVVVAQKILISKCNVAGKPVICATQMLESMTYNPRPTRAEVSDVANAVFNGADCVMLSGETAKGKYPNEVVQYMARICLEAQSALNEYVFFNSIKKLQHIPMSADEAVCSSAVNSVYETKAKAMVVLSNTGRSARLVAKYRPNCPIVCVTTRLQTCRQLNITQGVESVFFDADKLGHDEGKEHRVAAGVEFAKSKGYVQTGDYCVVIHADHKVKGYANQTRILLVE
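Kinase-Glo luminescence read after 1 h RT reaction of 0.1 nM LmPK with 0.5 mM PEP and 0.1 mM ADP. Activity scaled between uninhibited and enzyme-free controls.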
Cycloheximide cs: Cycloheximide Counterscreen for Small Molecule Inhibitors of Shiga Toxin; cell reporter, cycloheximide protein synthesis inhibition counterscreen; max response, %; hit rate 12% among 300,000; AID 2314, 2010; in the data active means max response mostly above about 13%, no sharp cut-off; inactive means mostly below about 14%; further: read at 38.3 µM for the half of the compounds with a filed dose; 0% is about no effect
Shiga toxin inh: A qHTS for Small Molecule Inhibitors of Shiga Toxin; AID 2315, 2010; hit rate 9.2% among 290,000; inhibition, % at 38.7 µM; Vero cells, Shiga toxin protein synthesis inhibition reporter; in the data active means inhibition mostly above about 28%, no sharp cut-off; inactive means mostly below about 43%; further: 0% is about no effect
HCV inh: qHTS Assay for Inhibitors of Hepatitis C Virus (HCV); Huh7.5.1 HCVcc-Cre infection, luciferase reporter, 44 h; Potency, µM (highest dose often 41.8 µM), for inactives: at the highest dose activity change, negative = inhibition, actives largely listed as inhibitors; hit rate 3.4% among 340,000; AID 651820, 2012; further: potency means the concentration at half of the fitted maximal effect; on the % scale 0 is the no-effect control and ±100 the full control effect
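HCVcc-Cre virus at an moi near 0.5 was added right after compound to cells cultured 4 h from seeding (1,000 cells/well). Luciferase activity was determined 44 h later, 15 min after substrate addition at RT.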
Pf growth 96h: Primary qHTS for delayed death inhibitors of the malarial parasite plastid, 96 hour incubation; P. falciparum luciferase reporter growth, 96 h; Potency, µM (series often up to 28.7 µM), for inactives: at the highest dose activity change, negative = inhibition, most hits filed as inhibitors; hit rate 6.9% among 320,000; AID 504834, 2011; further: potency means the concentration at half of the fitted maximal effect; on the % scale 0 is the no-effect control and ±100 the full control effect
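P. falciparum expressing integrated firefly luciferase grown in erythrocytes (2% hematocrit, 0.05% parasitemia final) with compounds for 96 hours at 37 C, 5% CO2. Growth inhibition read as loss of luminescence after adding luciferase detection reagent.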
Tb PYK inh: qHTS of Trypanosoma Brucei Inhibitors; hit rate 0.12% among 410,000; Potency, µM (doses to about 76.8 µM), without a hit: at the highest dose activity, negative = inhibition, actives largely listed as inhibitors; TbPYK enzyme, Kinase-Glo Plus ATP luminescence, 45 min; AID 624173, 2012; further: potency means the concentration at half of the fitted maximal effect; on the % scale 0 is the no-effect control and ±100 the full control effect; nearly all actives have a fitted effect of over 50% in size
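Assay buffer: 50 mM TEA pH 7.2, 100 mM KCl, 10 mM MgCl2, 0.05% BSA, 0.01% Tween-20. Pyruvate kinase from T. brucei plus substrate met compound, then ADP (130 uM final). Luminescence was read post 45 min RT.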
Starred values were filed as active, the others as inactive; ? = inconclusive; . = not tested or not shown; [ ] = another dose, or the depositor's remark. Unless noted, the call rests on the fitted dose curve; in most records, active means well fitted curve in the direction sought with a large enough effect; inconclusive means small, poorly fitted or top-dose-only effect, or another doubt; inactive means no such curve, though single readings can be large; an effect the other way counts as inactive or inconclusive.

SMILES | Pf growth 48h | LmPK inh | Cycloheximide cs | Shiga toxin inh | HCV inh | Pf growth 96h | Tb PYK inh
Cc1cc(CN(C)C(=O)c2cc(COc3ccc(C)c(C)c3)on2)on1 | 25% | -14% | 56* | 64* | 17% | -25% | -10%
COC(=O)C1(CCSC)NC(c2ccc(OC)cc2OC)C2C(=O)N(c3cccc(C(C)=O)c3)C(=O)C21 (configuration not stated) | -19% | -5% | -4 | -5 | 9% | ? | -6%
CCOc1ccc(S(=O)(=O)NC(C)C(=O)NCc2cccnc2)cc1 (configuration not stated) | 12% | 6% | -2 | -5 | 22% | 5% | 6%
CCn1c(C)nc([N+](=O)[O-])c1Sc1ccc(F)cc1 | ? | 2% | -4 | -11 | -5% | 10µM* | 9%
Cc1nnc2sc(SCC(=O)Nc3cccc(Cl)c3)nn2c1=O | -23% | 8% | 5 | 4 | -11% | ? | -2%
CC1=NN(c2ccccc2)C(=O)C1/C=C1\C(=O)NC(=O)N(c2cc(C)cc(C)c2)C1=O (configuration not stated) | 16% | 4% | 4 | 17 | -5% | 218%[activator] | 3%
N#Cc1c(C(F)(F)F)cc(=O)n2c1[nH]c1ccccc12 | 2% | -30% | 10 | 7 | ? | 0% | -4%
CCOc1ccccc1NC1c2ccccc2C(=O)N1c1cccnc1 (configuration not stated) | . | 2% | -4 | -15 | 10% | ? | -5%
COC(=O)C(CC(=O)c1ccc(Br)cc1)n1cccn1 (configuration not stated) | -2% | -7% | -2 | -5 | 7% | -29% | -11%
Cc1nnc(SCC(=O)Nc2ccccc2F)n1-c1ccc(F)cc1 | -8%[0.00184 µM] | 3% | -5 | -13 | -2% | 0% | 4%
COc1cccc(C2c3[nH]c4ccccc4c3C[C@H]3C(=O)N(C4CCN(Cc5ccccc5)CC4)CC(=O)N23)c1 (some centres not stated) | 4.7µM* | 1% | -2 | -5 | ? | 3.7µM* | 3%
Cc1cc(C(=O)Nc2cccc(C(=O)O)c2)oc1C | 162%[activator] | ? | 38* | 81* | 7% | 47%[activator] | ?
COc1ccc(C(=O)c2cnc(C(C)C)n2C)cc1 | 21% | 3% | 16* | 82* | -23% | . | 3%
CC1(c2ccccc2)CC(c2ccccc2)=Nc2ccccc2N1 (configuration not stated) | ? | 3% | 57* | 91* | 6% | -11% | -7%
COc1ccc(C(C)C)cc1S(=O)(=O)NCc1ccccn1 | 0% | -4% | 0 | 28 | 12% | . | -24%
O=[N+]([O-])c1ccc2oc(C(O)c3cccc(Cl)c3)cc2c1 (configuration not stated) | ? | -3% | -5 | -3 | -26% | ? | -8%
Clc1cccc(N/N=C/c2ccncc2)c1 | 2.6µM* | 0% | 31* | 20 | -15% | -20% | 4%
CCCCN(CC)Cc1c(O)ccc2c(-c3ccccc3)cc(=O)oc12 | ? | 8% | -3 | 14 | -25% | ? | 7%
CCOC(=O)N1CCC(NC(=O)CN2C(=O)CSc3nc(C)cc(C)c32)CC1 | . | 4% | -5 | -10 | . | 52%[activator] | .
CCOc1ccc(/C=N/NC(=S)NC2CC3CCC2C3)cc1 (configuration not stated) | ? | 4% | 3 | 11 | ? | ? | -2%
Cc1c(NS(=O)(=O)c2ccc(C(=O)NCc3ccc(F)cc3)cc2)c(=O)n(-c2ccccc2)n1C | ? | . | . | . | -1% | ? | 1%
O=C(NNC(=O)c1ccccc1F)C1=NN(c2ccccc2)C(=O)CC1 | ? | -6% | -2 | -8 | 5% | ? | 0%
COc1ccc(CSc2nc(O)cc(=O)n2CC(C)C)cc1F | 6% | -5% | -5 | -5 | -6% | 15% | 1%
CCOc1ccc(NC(=O)COC(=O)CCN2C(=O)C3CC=CCC3C2=O)cc1OCC (configuration not stated) | ? | . | . | . | ? | ? | -9%
COc1cccc(N(C(=O)c2ccco2)C(C(=O)NC2CCCC2)c2ccc(N3CCOCC3)cc2)c1 (configuration not stated) | ? | -5% | -1 | -7 | -14% | 18% | 4%
CC1=CC(C)(C)NC(=S)N1c1ccc(C)cc1 | -23% | -4% | -1 | 4 | -15% | 32%[activator] | -6%
Cc1onc(-c2ccccc2Cl)c1C(=O)NCc1nc(-c2ccccc2)no1 | 11% | -13% | 1 | 2 | ? | ? | -8%
[N-]=[N+]=NCCN1CCC(O)CCC1=O (configuration not stated) | 0% | -2% | 2 | -7 | 17% | -5% | -2%
COc1ccccc1NCCC#N | -2% | 7% | -6 | 2 | -3% | . | 3%
CN(C)C(=O)N1CCC(C(=O)N2CCCC(C(=O)c3ccc(C(C)(C)C)cc3)C2)CC1 (configuration not stated) | ? | 7% | -4 | -3 | 11% | 26% | 2%
CCOc1ccc(C(=O)C(C)=O)c(OCC)c1 | 0% | 0% | -2 | -13 | ? | -1% | -1%
O=C(NC1CC1)c1cn(Cc2ccccc2)nc1-c1ccccc1 | -25% | . | . | . | -11% | -2% | 2%
Cc1ccc(N(C(=O)CNC(=O)c2ccco2)C(C(=O)NCC2CCCO2)c2ccccc2)cc1C (configuration not stated) | 0% | 0% | -5 | -8 | 5% | 4% | -2%
Fc1ccc(CNCc2cccc(Br)c2)cc1 | 2% | -5% | 2 | 8 | 16% | 25% | -3%
CCC(C)c1ccccc1NC(=O)c1cccnc1 (configuration not stated) | 4% | -2% | 1 | 34 | -1% | 29% | -2%
Cc1ccc(NC(=S)N2CCC(O)CC2)c(C)c1 | -2% | 0% | -1 | -7 | 15% | -24% | 2%
COC(=O)c1c(NC(=O)/C=C/c2ccc3c(c2)OCO3)sc(C)c1C | 4% | 3% | 5 | 21 | -9% | 0% | -8%
COC(c1ccccc1)c1nnc(CCC(=O)N(C)Cc2cccc(-n3cccn3)c2)o1 (configuration not stated) | -5% | -1% | 33* | 107* | -13% | -19% | -3%
Cc1cccc(C)c1N1CCN(S(=O)(=O)c2ccccc2)CC1 | -23% | 1% | 1 | -13 | 3% | ? | -2%
CCOC(=O)C(=CNc1ccc(NC2=NCC(C)S2)cc1)C(=O)OCC (configuration not stated) | 9.3µM* | -4% | -5 | -7 | ? | 0% | 5%

Pulled one by one from the list above:
SMILES | Pf growth 48h | LmPK inh | Cycloheximide cs | Shiga toxin inh | HCV inh | Pf growth 96h | Tb PYK inh
O=C(NC1CC1)c1cn(Cc2ccccc2)nc1-c1ccccc1 | -25% | . | . | . | -11% | -2% | 2%
CCOc1ccc(C(=O)C(C)=O)c(OCC)c1 | 0% | 0% | -2 | -13 | ? | -1% | -1%

Next records follow.
SMILES | Pf growth 48h | LmPK inh | Cycloheximide cs | Shiga toxin inh | HCV inh | Pf growth 96h | Tb PYK inh
Cc1ccc2c(c1)[C@@H]1CN(C)CC[C@H]1N2 | 0% | . | . | . | . | -15% | -5%
CCC(C)OC(=O)C[N+](C)(C)CCOC1CC2CCC1(C)C2(C)C (configuration not stated) | 0.93µM* | 0% | 9 | 8 | -9% | 36%[activator] | 0%
COc1ccc(N(CC(=O)Nc2cccc(F)c2)S(=O)(=O)c2c(C)[nH]c(=O)[nH]c2=O)cc1 | -1% | 1% | -1 | 3 | -9% | 0% | -23%
COCc1ccc(CN2CCC(N3CCC(C(=O)N4CCCC4)CC3)CC2)o1 | 17% | 2% | -1 | -4 | 6% | 1% | 0%
CCCCn1c(=O)[nH]c(=O)c2c1nc(-c1cc(Br)ccc1OC)n2C | ? | -4% | -2 | 11 | -16% | ? | -1%
Cc1ccc([N+](=O)[O-])c(C(=O)N/N=C/c2cccs2)c1 | ? | 3% | 22* | 48 | 5% | ? | -4%
CCN(CC)C(=O)c1ccc(Cn2cc([N+](=O)[O-])cn2)o1 | 31%[activator] | -2% | -3 | 21 | 4% | 2% | 3%
COc1ccc(C(=O)CCN2CCC(C)CC2)cc1 | 23% | 3% | 2 | 22 | 5% | 29% | -6%
COc1ccc(/C(C)=C2\SC(=S)N(CCC(=O)O)C2=O)cc1 | . | 3% | -6 | -19 | 3% | -22% | -17%
CC1CCN(C(=O)Cc2nn(C)c(=O)c3ccccc23)CC1 | 32%[activator] | 8% | 9 | -5 | 14% | 25% | -5%
COc1ccccc1C(=O)Nc1ccc(S(=O)(=O)N2CCC(C)CC2)cc1 | ? | 3% | 2 | -5 | ? | 23% | 0%
O=c1c2c3c(sc2nc2n1CCC2)CCCC3 | -6% | 1% | 17 | 27 | -5% | ? | -11%
O=C(Nc1ccc(CN2CCOCC2)cc1)c1ccc(N2CCCC2)c([N+](=O)[O-])c1 | ? | 1% | -1 | -4 | ? | 27% | 5%
CCOC(=O)N1CCN(C(=O)c2ccc(Cl)c(S(=O)(=O)N3CCCC3)c2)CC1 | -17% | -2% | 1 | -17 | 5% | ? | 0%
CCOc1ccc(OCC)c(NC(=O)CN(C)S(=O)(=O)c2cnc[nH]2)c1 | 5% | 2% | -2 | -23 | ? | 0% | -6%
Fc1ccc(NC(=S)N2CCCC2)cc1Cl | 11% | -5% | -2 | -15 | -6% | 3% | -2%
OCCC1CN(CC#Cc2ccccc2)CCN1C1CCCC1 (configuration not stated) | -14% | 0% | 0 | -2 | -4% | ? | 4%
CCN(CC)S(=O)(=O)c1ccc(N2CCOCC2)c(NC(=O)Cc2ccccc2F)c1 | ? | -2% | -1 | -4 | 6% | ? | -2%
COc1cc(S(=O)(=O)NCC2CCCO2)ccc1Br (configuration not stated) | . | 9% | -5 | -13 | 19% | 37%[activator] | 2%
Cc1ccc(NS(=O)(=O)c2cccs2)cc1S(=O)(=O)N1CCCCCC1 | -8% | 4% | -2 | -4 | 9% | -4% | 6%

An excerpt from above, reduced to LmPK inh, Pf growth 48h and HCV inh:
| molecule | LmPK inh | Pf growth 48h | HCV inh |
| --- | --- | --- | --- |
| COc1cc(S(=O)(=O)NCC2CCCO2)ccc1Br (configuration not stated) | 9% | . | 19% |
| Fc1ccc(NC(=S)N2CCCC2)cc1Cl | -5% | 11% | -6% |
| CCOc1ccc(OCC)c(NC(=O)CN(C)S(=O)(=O)c2cnc[nH]2)c1 | 2% | 5% | ? |

(cont.)
SMILES | Pf growth 48h | LmPK inh | Cycloheximide cs | Shiga toxin inh | HCV inh | Pf growth 96h | Tb PYK inh
CCS(=O)(=O)N1CCC(C(=O)Nc2cccc(F)c2)CC1 | -19% | -4% | -2 | -12 | 0% | ? | -11%
CSc1nc2nc3c(c(=O)n2[nH]1)CN(Cc1ccccc1)CC3 | ? | -8% | -3 | 11 | -5% | 43%[activator] | 0%
CCC(C)C12CN3CCN(CC(C)(C3)C1O)C2 (configuration not stated) | 20% | 0% | -1 | 1 | 0% | -6% | 9%
CN(C)c1c(N)c(=O)oc2ccccc12 | 9% | 0% | -2 | -2 | -2% | -7% | 4%

3 of the compounds above, as comma-separated lines:
structure,Pf growth 48h,LmPK inh,Cycloheximide cs,Shiga toxin inh,HCV inh,Pf growth 96h,Tb PYK inh
CCS(=O)(=O)N1CCC(C(=O)Nc2cccc(F)c2)CC1,-19%,-4%,-2,-12,0%,?,-11%
CCC(C)C12CN3CCN(CC(C)(C3)C1O)C2 (configuration not stated),20%,0%,-1,1,0%,-6%,9%
CSc1nc2nc3c(c(=O)n2[nH]1)CN(Cc1ccccc1)CC3,?,-8%,-3,11,-5%,43%[activator],0%
